High-throughput results (PubChem)
FLuc inhib CS – Photinus pyralis luciferase inhibition counter-screen | P08659 | ATPLite firefly luciferase biochemical luminescence, 10 min | inhibition, % at 10 µM | 200,000 tested, 1.5% active | AID 1006;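 active = inhibition above about 50% when tested at 10 µM, limit read from the data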
Target sequence (P08659 whole entry, looked up): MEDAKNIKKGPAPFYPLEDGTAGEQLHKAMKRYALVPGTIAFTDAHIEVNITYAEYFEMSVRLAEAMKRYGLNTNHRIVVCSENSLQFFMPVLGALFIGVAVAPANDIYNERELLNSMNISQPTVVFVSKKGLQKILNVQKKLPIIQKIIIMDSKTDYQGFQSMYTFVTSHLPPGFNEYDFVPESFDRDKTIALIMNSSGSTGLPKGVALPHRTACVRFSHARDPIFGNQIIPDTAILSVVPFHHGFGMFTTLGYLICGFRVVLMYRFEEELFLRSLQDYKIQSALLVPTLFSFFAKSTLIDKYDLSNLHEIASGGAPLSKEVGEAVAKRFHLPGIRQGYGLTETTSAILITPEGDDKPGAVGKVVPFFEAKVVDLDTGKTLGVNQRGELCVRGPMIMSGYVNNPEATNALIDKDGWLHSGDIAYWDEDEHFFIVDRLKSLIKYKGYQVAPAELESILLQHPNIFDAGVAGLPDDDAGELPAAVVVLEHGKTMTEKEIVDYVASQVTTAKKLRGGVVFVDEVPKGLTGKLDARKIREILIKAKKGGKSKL
NF-kB expr up – compounds increasing NF-kB expression in human neuronal cells. NF-kB reporter expression; hits give high values. fold change at 12.5 µM. 190,000 tested, 1.6% active. AID 1239; in the data active = fold change above about 3.3
STAT3 inh – inhibitors of IL-6 induced STAT3 signaling | U3A cells, IL-6 STAT3-luciferase reporter, luminescence; host cell line lacks STAT1 | inhibition, % at 5.5 µM | 190,000 tested, 0.89% active;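 active = inhibition above the mean inhibition across all screened compounds plus 3 SD, cut at about 44% in these data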;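 note: 0% = DMSO only wells and 100% = 100 µM nifuroxazide control wells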
STAT1 blocker – reduces IFN-gamma driven STAT1 reporter signal; NIH 3T3 STAT1-luciferase reporter, luminescence; inhibition, % at 5.5 µM; 200,000 tested, 0.35% active; AID 920;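 active = inhibition above a set limit, the mean inhibition across all tested compounds plus 3 SD, cut at about 34% in these data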;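 note: 0% = IFN-gamma with DMSO and 100% = IFN-gamma with 300 µM nifuroxazide; values of inactives mirror those of a sister screen read the other way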
RAM network inh – inhibitors of the yeast RAM network; S. cerevisiae dse1pr::URA3 reporter, 5-FOA growth OD615, 2 d; analog-sensitive cbk1-as2 kinase mutant strain; inhibition, % at 50 µM; 190,000 tested, 1.8% active; AID 868;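 active = inhibition above a set limit, 3 SD over mean compound inhibition, cut at about 8.4% in these data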;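 note: 0% = DMSO-only wells with no growth and 100% = 10 µM 1-NA-PP1 full growth; inhibition rescues growth on 5-FOA so higher OD means more RAM inhibition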
APP transl inh – APP translation inhibition | 190,000 tested, 0.82% active | inhibition, % at 2 µM | SH-SY5Y APP 5'UTR-luciferase reporter, luminescence | AID 1285;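 active = inhibition above a set limit, derived from the sample mean plus 3 SD, cut at about 45% in these data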; note: values of inactives mirror those of a sister screen read the other way
APP 5'UTR act – APP 5'UTR luciferase reporter activation | 190,000 tested, 1% active | activation, % at 2 µM | AID 1276 | SH-SY5Y APP 5'UTR luciferase reporter, luminescence; zero percent = DMSO vehicle wells;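 active = activation above a set limit, based on mean plus 3 SD of controls, cut at about 140% in these data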; note: values of inactives mirror those of a sister screen read the other way
STAT3 act – activators of IL-6 induced STAT3 signaling; U3A cells, IL-6 STAT3-luciferase reporter, luminescence; 100% = signal with IL-6 EC80 alone; activation (% of control), % at 5.6 µM; 190,000 tested, 0.91% active; AID 871;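 active = activation above the screen-wide mean of compound activation plus 3 SD, cut at about 130% in these data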;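 note: 0% = background luminescence of wells with medium and substrate only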
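Material: STAT3-luciferase reporter U3A cells. Controls: IL-6-treated wells, 100% activation. Read-out: % activation versus median of IL-6-stimulated wells. Probe or stimulus: IL-6 stimulus at 33 ng/mL final. Timing: compound 1 h, then IL-6 6 h at 37 °C. Signal: reporter luminescence signal.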
STAT1 act – activators of IFN-gamma induced STAT1 signaling. activation (% of control), % at 5.5 µM. 200,000 tested, 2.6% active. NIH 3T3 STAT1-luciferase reporter, luminescence; 100% = IFN-gamma alone, no compound;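 active = activation above the screen-wide mean activation plus 3 SD, cut at about 130% in these data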;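 note: raw ratio to IFN-gamma control signal so 100% means no change and 0% no light; values of inactives mirror those of a sister screen read the other way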
Hsp70 act – switches on Hsp70 transcription; HeLa Hsp70 promoter luciferase reporter, luminescence; scaled: vehicle 0, proteasome-inhibitor control 100%; 200,000 tested, 0.04% active; activation, % at 10 µM;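 active = activation above the mean across all tested compounds plus 3 SD, cutoff set per campaign, cut at about 5.5% in these data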;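 note: 100% = MG132 at 30 µM as the positive control and 0% = DMSO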
* marks the source's active call; other numbers are inactive results; x = not tested or not shown. Random draw from the library. Share with any hit: about 7.7%.

SMILES	FLuc inhib CS	NF-kB expr up	STAT3 inh	STAT1 blocker	RAM network inh	APP transl inh	APP 5'UTR act	STAT3 act	STAT1 act	Hsp70 act
Cc1nc2sc(C)c(C)c2c(=O)[nH]1	-5.3	1.11	12.0	5.1	1.3	0.0	0.0	94.0	95.3	-0.1
Cc1cccc(C(=O)NNC(=O)/C=C/C(=O)O)c1	-7.1	1.28	-21.4	-1.1	1.1	1.9	-1.9	127.0	101.3	0.3
CCOc1ccc(OCC)c(N=c2oc3c(C)ncc(CO)c3cc2C(N)=O)c1	-3.8	0.76	5.0	1.5	0.5	-14.8	14.8	99.1	98.6	0.8
CCN(CC)c1ccc2cc(C(=O)NNC(=O)c3ccc(S(=O)(=O)N4CCCCC4)cc3)c(=O)oc2c1	-6.1	1.05	-12.9	3.4	4.0	-18.3	18.3	108.4	97.0	-0.1
CCCCNC(=O)C1CCN(S(=O)(=O)c2c(C)noc2/C=C\c2ccc(OC)cc2)CC1	-6.5	1.7	-6.9	11.2	4.0	16.7	-16.7	113.8	89.8	-0.3
COc1ccccc1C(C#N)N1N=C(C)CC1(C)C (stereo unspecified)	-6.2	1.03	4.0	-0.5	-0.6	-4.9	4.9	104.3	98.5	-0.2
CCOC(=O)c1c(C)n(C)c2ccc(O)c(CN3CCN(C)CC3)c12	-1.1	1.25	6.7	-4.1	0.2	1.2	-1.2	99.2	103.7	-0.5
CCC(C)(C)C1CCc2nc3ccccc3c(C(=O)OC(C)C(=O)Nc3c(C)n(C)n(-c4ccccc4)c3=O)c2C1 (stereo unspecified)	-8.5	0.42	-9.6	-3.0	1.6	-1.8	1.8	106.9	102.7	0.0
CN(C)/C=C/c1c(C#N)c(=O)ncn1Cc1ccccc1	-4.5	1.16	6.7	-4.9	1.9	-6.9	6.9	97.1	104.5	0.1
COc1ccc(NC(C)C(=O)N/N=C/c2cc(Br)ccc2OC)cc1 (stereo unspecified)	6.8	1.1	-4.4	-2.0	2.5	-1.8	1.8	105.9	102.4	-0.4
CCCc1noc2c1/C(=N\O)CCC2	-5.7	1.02	-9.2	-2.5	2.5	1.5	-1.5	108.4	102.2	-0.2
Cc1cc(NC(=O)Cn2nc([N+](=O)[O-])c(Br)c2C)no1	-3.5	1.3	9.2	-3.6	0.7	-5.5	5.5	96.6	102.1	-0.1
Cc1c(NC(=O)c2c(F)c(F)c(F)c(F)c2F)c(=O)n(-c2ccccc2)n1C	-2.2	0.95	-4.6	3.9	-0.3	-21.1	21.1	105.4	96.3	0.2
CCN(CC(=O)Nc1ccc(OC)cc1)C(=O)c1ccc([N+](=O)[O-])cc1	-2.1	x	-4.9	-4.5	3.0	-9.4	9.4	108.9	102.3	0.1
COc1ccccc1C1=NC(c2ccc(C)cc2)N=C1C (stereo unspecified)	13.5	2.15	-4.6	-38.4	1.0	-38.1	38.1	107.2	135.3*	0.0
Cc1ccc(CNC(=O)CCNS(=O)(=O)c2ccc3c(c2)c(=O)n(C)c(=O)n3C)cc1	-5.3	1.03	7.7	-0.4	0.8	-11.5	11.5	95.6	100.4	-0.1
COC(=O)Cc1cc(=O)n2[nH]c(C(F)(F)F)nc2n1	0.4	1.12	3.6	9.3	2.7	7.5	-7.5	100.5	91.5	-0.3
COc1cc(/C=N/NC(N)=S)ccc1OCc1ccc(C)cc1	8.9	1.29	0.1	-30.9	4.8	-19.4	19.4	98.1	127.5	-0.4
CCOn1c(=O)c(=O)n(O)c2ccccc21	-5.7	1.15	6.9	4.3	0.1	-2.4	2.4	96.1	95.6	-0.3
COC(=O)C1=C(C)Nc2c(c(=O)n(C)c(=O)n2C)C1c1cccs1 (stereo unspecified)	-8.9	1.23	6.8	20.0	2.0	5.9	-5.9	97.6	81.7	-0.1
CCC(=O)N1CCc2cc(Br)cc(S(=O)(=O)NCCN3CCCCC3CC)c21 (stereo unspecified)	-2.0	0.86	2.0	-3.0	0.9	3.2	-3.2	102.0	101.1	-0.2
CC(=O)/C=C/n1c(=S)oc2ccccc21	29.1	0.3	-7.9	17.5	-1.1	86.6*	-86.6	105.5	84.4	0.6
O=C(NN1C(=O)C2C(C1=O)C1C=CC2C12CC2)c1ccccc1 (stereo unspecified)	-1.3	1.36	4.1	0.5	-1.0	-21.4	21.4	98.3	99.4	-0.2
Cc1ccc(SCCC(=O)OCn2nnc3ccccc3c2=O)cc1	0.2	1.05	1.7	-1.4	5.3	-4.5	4.5	102.9	103.0	-0.2
OC(CNC1CCCC1)COc1ccc(-c2ccccc2)cc1 (stereo unspecified)	-6.8	x	5.9	1.8	-1.8	-20.2	20.2	100.2	98.8	0.0
CCCOc1ccc(Br)cc1/C=N/O	-3.2	1.13	-6.6	7.4	-0.8	-8.8	8.8	104.1	93.2	0.1
COc1ccc(NC(=O)c2ccc([N+](=O)[O-])cc2[N+](=O)[O-])c(OC)c1	0.0	1.04	3.0	1.1	7.2	11.3	-11.3	104.1	98.7	-0.3
COc1ccc(N2CCN(C(CNC(=O)c3ccc4c(c3)OCO4)c3cccnc3)CC2)cc1 (stereo unspecified)	-2.5	1.1	-5.1	-11.9	1.9	-19.1	19.1	107.1	111.0	-0.3
CCCCCNC(=O)C(C#N)c1nc2ccccc2nc1N1CCCC1 (stereo unspecified)	-6.2	1.03	9.1	-5.0	1.9	0.3	-0.3	99.8	104.6	-0.3
S=C(NCCSCc1ccc(Cl)c(Cl)c1)Nc1ccccc1	x	x	15.3	-14.8	x	7.3	-7.3	94.1	100.5	0.0

Exported bar-delimited: six of the compounds above.
structure | FLuc inhib CS | NF-kB expr up | STAT3 inh | STAT1 blocker | RAM network inh | APP transl inh | APP 5'UTR act | STAT3 act | STAT1 act | Hsp70 act
CCCCCNC(=O)C(C#N)c1nc2ccccc2nc1N1CCCC1 (stereo unspecified) | -6.2 | 1.03 | 9.1 | -5.0 | 1.9 | 0.3 | -0.3 | 99.8 | 104.6 | -0.3
Cc1ccc(SCCC(=O)OCn2nnc3ccccc3c2=O)cc1 | 0.2 | 1.05 | 1.7 | -1.4 | 5.3 | -4.5 | 4.5 | 102.9 | 103.0 | -0.2
OC(CNC1CCCC1)COc1ccc(-c2ccccc2)cc1 (stereo unspecified) | -6.8 | x | 5.9 | 1.8 | -1.8 | -20.2 | 20.2 | 100.2 | 98.8 | 0.0
CC(=O)/C=C/n1c(=S)oc2ccccc21 | 29.1 | 0.3 | -7.9 | 17.5 | -1.1 | 86.6* | -86.6 | 105.5 | 84.4 | 0.6
COc1ccc(N2CCN(C(CNC(=O)c3ccc4c(c3)OCO4)c3cccnc3)CC2)cc1 (stereo unspecified) | -2.5 | 1.1 | -5.1 | -11.9 | 1.9 | -19.1 | 19.1 | 107.1 | 111.0 | -0.3
CCCOc1ccc(Br)cc1/C=N/O | -3.2 | 1.13 | -6.6 | 7.4 | -0.8 | -8.8 | 8.8 | 104.1 | 93.2 | 0.1

Continuation.
SMILES	FLuc inhib CS	NF-kB expr up	STAT3 inh	STAT1 blocker	RAM network inh	APP transl inh	APP 5'UTR act	STAT3 act	STAT1 act	Hsp70 act
Cn1c(=O)c2c(nc(CN3CCN(C(=O)c4ccco4)CC3)n2Cc2ccccc2F)n(C)c1=O	-2.7	1.03	1.8	3.0	2.7	9.5	-9.5	102.5	97.2	-0.2
Cc1ccccc1CNC(=O)CN(c1cccc([N+](=O)[O-])c1)S(C)(=O)=O	-4.2	0.96	0.1	5.4	-0.4	3.0	-3.0	99.7	95.0	-0.1
Cc1ccc(NC(=O)c2ccc(OC(=O)COc3ccc(Cl)cc3C)cc2)cc1	-0.7	1.44	-8.0	-66.4	2.1	-87.8	87.8	104.4	159.2*	0.1
CCNc1nc2c(c(=O)n(Cc3ccccc3)c(=O)n2C)n1Cc1ccccc1	-8.0	0.68	-2.4	10.0	1.3	-9.5	9.5	105.2	90.8	-0.6
COc1ccccc1Cn1c(CCCO)nc2ccccc21	0.5	1.09	-8.8	-2.1	-0.1	-3.4	3.4	113.4	101.9	-0.2
O=C(c1ccco1)N(CCC(c1ccccc1)c1ccco1)Cc1ccc(F)cc1 (stereo unspecified)	-2.7	0.67	-29.4	0.6	7.5	0.8	-0.8	128.0	99.5	-0.1
Cc1cccc(N2N=C(C(=O)N3CC(=O)Nc4ccccc43)CCC2=O)c1	-8.6	1.35	-8.2	1.4	0.6	2.3	-2.3	109.0	97.2	-0.1
Cc1cccc2sc(NC(=O)C3CCCO3)nc12 (stereo unspecified)	-3.6	2.22	10.1	-35.4	0.7	-31.6	31.6	92.8	126.4	1.1
O=C(NCc1ccc(F)cc1)c1cc2sccc2n1Cc1ccc(F)cc1	-1.7	0.89	3.5	8.8	7.9	-1.6	1.6	98.2	90.1	-0.3
CCCCCCNS(=O)(=O)c1nc2nc(C)cc(C)n2n1	-1.3	0.98	-1.8	-3.6	0.3	3.4	-3.4	101.7	104.2	-0.2
CC(=O)c1ccc(N2CCN(C(=O)c3ccc4c(Cl)c5c(nc4c3)CCCC5)CC2)cc1	-8.1	0.52	x	-13.7	5.3	-3.7	3.7	x	111.2	0.0
COc1ccc(CC(=O)NCC(c2ccc(OC)cc2)N(C)C)cc1 (stereo unspecified)	-3.0	1.04	7.2	-9.8	1.9	-3.7	3.7	99.6	107.7	-0.2
Cc1cccc(OCC(=O)O/N=C(\N)Cc2cccs2)c1	-9.1	1.14	9.2	0.8	0.7	6.7	-6.7	97.9	99.2	-0.2
NNc1nc2ccccc2nc1C(F)(F)F	-5.7	0.97	8.3	8.2	0.5	-11.1	11.1	102.0	90.9	-0.1
COCCNC(=O)/C(C#N)=C/c1ccc(-c2ccc(S(=O)(=O)N3CCOCC3)cc2)o1	-3.6	0.65	7.6	6.4	3.3	16.6	-16.6	93.6	94.3	-0.2
O=C1CC(C(=O)NCc2ccccc2)C2(CCCC2)O1 (stereo unspecified)	-4.2	0.99	14.3	-3.9	2.3	0.6	-0.6	91.4	103.5	0.1
O=C(OCc1nnc(-c2ccccc2)o1)c1cc(=O)c2ccccc2o1	5.2	1.29	7.9	-1.1	1.5	-15.3	15.3	97.7	101.0	0.4
CN(C)C(=O)C12CCC(C)(c3nc4ccccc4nc31)C2(C)C (stereo unspecified)	1.0	1.21	-0.9	-0.6	2.9	6.1	-6.1	101.9	98.7	-0.3
O=C(NCCc1cccs1)C1CC(c2c(Cl)cccc2Cl)=NO1 (stereo unspecified)	-1.3	1.25	15.9	2.6	2.2	-22.2	22.2	95.9	97.7	0.0
CCc1ccc(-c2nc(CSCC(=O)NCCCN3CCCC3=O)c(C)o2)cc1	-1.9	0.62	10.4	-1.3	0.0	3.3	-3.2	93.2	101.2	-0.5
C=CCn1c(C)c(C(C)=O)c(N2CCCC2)nc1=S	-6.6	1	7.6	0.4	2.7	12.4	-12.4	99.0	99.7	0.1
COc1cccc(C2/C(=C(\O)c3ccc4c(c3)OCO4)C(=O)C(=O)N2CCN(C)C)c1OC (stereo unspecified)	-0.9	1.05	0.0	-8.8	0.7	-9.6	9.6	103.1	108.1	-0.1
O=S(=O)(NCc1ccco1)c1ccc(S(=O)(=O)N2CCCCC2)cc1	-5.9	1.05	-3.7	1.8	0.1	-3.3	3.3	105.8	98.4	-0.2
Cc1ccc(S(=O)(=O)N2CCC(C(=O)Nc3nnc(COc4ccccc4)s3)CC2)cc1	-5.1	1.22	9.2	-9.8	2.1	7.5	-7.5	96.0	108.9	-0.1
FC(F)(F)C1=CC(c2ccccc2)=NCCN1	-2.0	0.89	3.6	1.5	-0.9	-3.0	3.0	100.6	98.7	-0.2
